High-throughput results from PubChem BioAssay.
PLK1 PBD inh = qHTS for Inhibitors of PLK1-PDB (polo-like kinase 1 - polo-box domain): Primary Screen | Serine/threonine-protein kinase PLK1 (Homo sapiens), P53350 | Plk1 PBD binding of FITC phosphopeptide, fluorescence polarization | Potency, µM, for the others: max response, negative = inhibition, actives largely listed as inhibitors | 2.8% of 360,000 active; also: potency is read from the fitted curve at half-maximal effect; series mostly up to about 57 µM; % is scaled to controls: 0 for no effect and ±100 for the full control effect; nearly all actives have a fitted effect of over 65% in size
IL-2 act = qHTS of IL-2 Activators. IL-2 activation reporter assay, cell-based qHTS; stimulated with anti-CD3/CD4/CD28 beads; in transgenic mouse T cells. AID 652025, 2013. activation, % (series mostly up to about 46 µM). 0.065% of 360,000 active; in the data active = activation above about 50%; inconclusive = mostly about 30% to 49%; also: 0% is about no effect
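Screening format: compound pinned onto unstimulated transgenic mouse T cells, 60 min incubation, then anti-CD3/anti-CD4/anti-CD28 bead stimulation for 18 hours at 37 degrees C, followed by EGFP and DsRed detection.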
EPAC1 antagonist = qHTS for Antagonist of cAMP-regulated guanine nucleotide exchange factor 3 (EPAC1): primary screen | EPAC1 GEF assay, Rap1b-BODIPY-GDP exchange fluorescence | AID 720709, 2013 | Potency, µM (top dose mostly 115 µM), without a hit: at the highest dose activity change, negative = inhibition, actives largely listed as inhibitors | Rap guanine nucleotide exchange factor 3 (Homo sapiens), O95398 | 0.14% of 360,000 active;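 also: potency is read from the fitted curve at half-maximal effect; plate controls were vehicle for no effect and positive control for full effect; nearly all actives have a fitted effect of over 50% in size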
Target sequence (O95398 whole entry, looked up): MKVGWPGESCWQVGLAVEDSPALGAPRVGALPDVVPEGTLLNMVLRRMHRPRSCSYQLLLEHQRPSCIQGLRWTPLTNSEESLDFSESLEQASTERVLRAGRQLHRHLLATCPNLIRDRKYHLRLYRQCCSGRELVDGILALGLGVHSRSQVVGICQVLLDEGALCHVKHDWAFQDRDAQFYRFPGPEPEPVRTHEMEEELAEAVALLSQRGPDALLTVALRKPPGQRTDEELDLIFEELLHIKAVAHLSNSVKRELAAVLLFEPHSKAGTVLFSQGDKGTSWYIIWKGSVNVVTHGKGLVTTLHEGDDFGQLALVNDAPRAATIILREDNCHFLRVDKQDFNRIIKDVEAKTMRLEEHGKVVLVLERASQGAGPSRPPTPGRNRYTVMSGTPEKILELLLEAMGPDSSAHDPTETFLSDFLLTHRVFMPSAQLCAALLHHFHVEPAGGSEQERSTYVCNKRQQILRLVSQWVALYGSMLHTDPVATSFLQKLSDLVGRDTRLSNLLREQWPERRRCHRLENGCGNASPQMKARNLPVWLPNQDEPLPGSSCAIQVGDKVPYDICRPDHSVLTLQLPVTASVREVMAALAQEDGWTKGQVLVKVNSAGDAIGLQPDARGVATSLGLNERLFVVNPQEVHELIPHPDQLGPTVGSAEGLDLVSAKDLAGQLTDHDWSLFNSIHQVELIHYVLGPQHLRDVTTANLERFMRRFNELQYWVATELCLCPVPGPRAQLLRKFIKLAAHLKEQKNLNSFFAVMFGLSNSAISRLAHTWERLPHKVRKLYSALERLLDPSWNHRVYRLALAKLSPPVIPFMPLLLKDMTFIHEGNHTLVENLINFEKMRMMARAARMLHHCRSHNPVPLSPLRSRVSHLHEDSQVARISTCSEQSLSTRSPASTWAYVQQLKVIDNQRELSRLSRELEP
WRN inhibitor = qHTS for Inhibitors of WRN Helicase; Bifunctional 3'-5' exonuclease/ATP-dependent helicase WRN (Homo sapiens), Q14191; WRN helicase unwinding, fluorescent forked duplex, kinetic; Potency, µM (series often up to 114 µM), inactives show at the top dose activity change, negative = inhibition, usual class: inhibitors; 0.46% of 360,000 active; also: potency is read from the fitted curve at half-maximal effect; % is scaled to controls: 0 for no effect and ±100 for the full control effect; nearly all actives have a fitted effect of over 55% in size
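Fluorescence dequenching readout, ex 525 nm/em 598 nm, kinetic mode: forked duplex DNA (100 nM final) with adjacent fluorophore and quencher unwound by WRN (20 nM final) with 2 mM ATP. Compound preincubation 15 min, room temperature.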
EPAC2 ag = qHTS for Agonist of cAMP-regulated guanine nucleotide exchange factor 4 (EPAC2): primary screen; Rap guanine nucleotide exchange factor 4 (Homo sapiens), Q8WZA2; EPAC2 activation, biochemical qHTS; response scale: 100% = 6.5 mM cAMP response; Potency, µM (doses to about 154 µM), for the others: top-dose activation, hits mostly activators; 0.079% of 360,000 active; AID 720711, 2013; also: potency is read from the fitted curve at half-maximal effect; nearly all actives have a fitted effect of over 50% in size
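In this primary screen, activation is scored as increased exchange of BODIPY-GDP from Rap1B by 100 nM EPAC2, with 50 uM GDP as competitor. Signal is normalized to the 6.5 mM cAMP agonist control.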
PI5P4K alpha inh = qHTS for Inhibitors of phosphatidylinositol 5-phosphate 4-kinase (PI5P4K). PI5P4Kalpha enzyme, ADP-Glo luminescence, 60 min; stronger effect = lower value. 1.2% of 330,000 active. max response, %; active = max response of -50% or lower; inconclusive = between -30% and -50%; inactive = -30% or higher; also: value at the top dose of about 77 µM; % is scaled to controls: 0 for no effect and ±100 for the full control effect
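Quantitative HTS of the MLSMR library against PI5P4Kalpha with substrate. ATP added last at 5 microM final; room temperature, 60 minutes. Remaining ATP depleted, ADP converted and read as luminescence.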
CCT chaperon mod = High-Throughput Screening for Modulators of Cytosolic Chaperonin Activity; purified chaperonin ATPase assay, HTRF ADP detection, 30 min; activity change, % (no concentration beside the values), hits read low; 0.3% of 360,000 active; AID 651819, 2012; in the data active = activity change below about -30%; also: % is scaled to controls: 0 for no effect and ±100 for the full control effect
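TRiC at 40 or 20 nM final (batch-dependent) in 30 mM Tris pH 7.4, 100 mM KCl, 5 mM MgCl2, 1 mM DTT, with compound at single 76 uM and 10 uM ATP, 30 min at 37 deg C. ADP detected by HTRF Transcreener, 665/615 ratio.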
EPAC1 ag = qHTS for Agonist of cAMP-regulated guanine nucleotide exchange factor 3 (EPAC1): primary screen | AID 720707, 2013 | 0.073% of 360,000 active | Potency, µM (doses to about 154 µM), without a hit: top-dose activation, actives largely listed as activators | EPAC1 agonist qHTS, biochemical assay; response scale: 100% = response to 6.5 mM cAMP | Rap guanine nucleotide exchange factor 3 (Homo sapiens), O95398; also: potency is read from the fitted curve at half-maximal effect; nearly all actives have a fitted effect of over 60% in size
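Nucleotide exchange assay: 100 nM EPAC1 with 250 nM Rap1B loaded with BODIPY-GDP and 50 uM GDP, room temperature. Fluorescence (480/540 nm) read every 5 min for 30 min; signal change normalized to 6.5 mM cAMP as full agonist.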
Active calls of the source: *; ? = inconclusive; . = no result given; [ ] = dose if it differs, or a comment. Unless noted, calls follow the shape of the dose curve; as a rule, active = well fitted curve in the direction sought with a large enough effect; inconclusive = small, poorly fitted or top-dose-only effect, or another doubt; inactive = no such curve, though single readings can be large; an effect the other way counts as inactive or inconclusive. Not all compounds are listed; rates above refer to the full screens.

The opening 2 entries (preview)
Assay codes: A = PLK1 PBD inh; B = IL-2 act; C = EPAC1 antagonist; D = WRN inhibitor; E = EPAC2 ag; F = PI5P4K alpha inh; G = CCT chaperon mod; H = EPAC1 ag
> CC1CCCCN1C(=O)Nc1cccc(Cl)c1 (stereo not drawn)
  A: 0%	B: -0.4	C: 12%	D: 6%	E: 4%	F: 2	G: -4.5	H: 1%
> CC(/C=C/c1ccccc1)=N\Nc1nc(-c2ccccc2)cs1
  A: -10%	B: 0.2	C: 0%	D: -3%	E: 2%	F: .	G: -70*	H: 7%

The whole of this part, from the first entry:
Assay codes: A = PLK1 PBD inh; B = IL-2 act; C = EPAC1 antagonist; D = WRN inhibitor; E = EPAC2 ag; F = PI5P4K alpha inh; G = CCT chaperon mod; H = EPAC1 ag
> CC1CCCCN1C(=O)Nc1cccc(Cl)c1 (stereo not drawn)
  A: 0%	B: -0.4	C: 12%	D: 6%	E: 4%	F: 2	G: -4.5	H: 1%
> CC(/C=C/c1ccccc1)=N\Nc1nc(-c2ccccc2)cs1
  A: -10%	B: 0.2	C: 0%	D: -3%	E: 2%	F: .	G: -70*	H: 7%
> CC1(C(=O)NS(=O)(=O)Cc2cccc(Cl)c2)CCN1C(=O)Cc1ccc(Cl)cc1Cl (stereo not drawn)
  A: -4%	B: 0.2	C: -19%	D: -9%	E: -8%	F: 10	G: -1.5	H: 3%
> COCC1CCN(C(=O)c2oc3c(F)cccc3c2C)C1 (stereo not drawn)
  A: 4%	B: 1.4	C: -5%	D: 3%	E: 7%	F: -2	G: -1.4	H: 4%
> Cc1cccc(C(=O)OCC(=O)Nc2sccc2C(N)=O)c1C
  A: 5%	B: 1.9	C: -1%	D: 7%	E: -9%	F: 0	G: -1.2	H: -7%
> Cc1ccc(S(=O)(=O)/N=C(/c2ccccc2)N(C)C)c(C)c1
  A: 0%	B: -3.0	C: 1%	D: -1%	E: 3%	F: 0	G: -8.0	H: 2%
> Cc1cccc(CN2C(=O)CCSc3ccc(Cl)cc32)c1
  A: 27µM*	B: -0.3	C: -14%	D: -4%	E: 17%	F: 3	G: -2.2	H: 7%
> O=C(O)COc1ccc(Cl)cc1C1CCCCC1
  A: 0%	B: 0.1	C: ?	D: -17%	E: 1%	F: 3	G: 1.5	H: -3%
> CCc1ccc(C(=O)CSc2nc3cc(S(=O)(=O)N4CCOCC4)ccc3n2CC)cc1
  A: -19%	B: 0.3	C: -3%	D: -15%	E: 6%	F: -18	G: -11	H: 2%
> CC(=O)Nc1ccc(-c2ccnc3c2CC(C)(C(=O)NCc2ccc(N4CCN(C)CC4)cc2)O3)cc1 (stereo not drawn)
  A: -17%	B: -0.6	C: -11%	D: -9%	E: 8%	F: -1	G: 0.0	H: 2%
> Oc1cnn(-c2ccccc2)c1
  A: -4%	B: 0.2	C: -4%	D: -7%	E: 21%	F: 6	G: -1.2	H: -9%
> Cc1cc(C)nc(N(C#N)C(C)C(=O)N(C)C)n1 (stereo not drawn)
  A: 4%	B: 0.3	C: 4%	D: -4%	E: -10%	F: -5	G: 0.6	H: -1%
> Cc1ccc2oc(=O)n(CCCOc3ccccc3)c2c1
  A: -1%	B: -1.1	C: 10%	D: 5%	E: 19%	F: 6	G: 1.1	H: 2%
> CC(NCCCSc1ccccc1)C(O)c1ccc(O)cc1 (stereo not drawn)
  A: 3%	B: -2.8	C: 0%	D: -13%	E: 7%	F: 1	G: -1.8	H: -1%
> O=C1NN=C(c2ccccc2)C1Cc1ccccc1 (stereo not drawn)
  A: -2%	B: -0.5	C: -14%	D: 0%	E: -3%	F: 2	G: -0.6	H: -5%
> COc1ccc(CNC(=O)CCCNC(=O)c2ccc(Cl)cc2)cc1OC
  A: -4%	B: -1.7	C: 5%	D: -1%	E: 5%	F: 6	G: 0.3	H: -1%
> Nc1ncc(Br)cc1S(=O)(=O)Nc1ccccc1F
  A: -2%	B: 0.1	C: -6%	D: -11%	E: -8%	F: 0	G: -3.2	H: 6%
> COc1ccc(CNC(=O)C2(C)Cc3c(-c4ccc5c(c4)OCO5)ccnc3O2)cc1OC (stereo not drawn)
  A: -5%	B: 0.4	C: -13%	D: -5%	E: 4%	F: 3	G: 0.0	H: -8%
> Cc1cc(NC(=O)c2cc(C3CC3)on2)n(-c2ccccc2)n1
  A: -3%	B: -1.0	C: -5%	D: 0%	E: 5%	F: -7	G: -0.3	H: -1%
> C=CCc1ccccc1OCCCCN1CCCC1
  A: -1%	B: -0.2	C: 12%	D: 11%	E: -9%	F: -6	G: -3.9	H: 0%
> COc1ccc2c(c1OC)C(=O)OC2Nc1ccc(S(=O)(=O)N=C(N)N)cc1 (stereo not drawn)
  A: -16%	B: 1.4	C: -8%	D: -5%	E: 11%	F: 2	G: -3.0	H: -1%
> COc1ccc(C(=O)CNc2cccc(F)c2)cc1
  A: 1%	B: 0.4	C: 8%	D: -2%[57.1 µM]	E: 9%	F: -2	G: 0.3	H: 5%
> CCOC(=O)C1=C(C)OC(N)=C(C#N)C1c1cccc(C)c1 (stereo not drawn)
  A: -11%	B: 0.1	C: 1%	D: 0%	E: 0%	F: -6	G: -0.3	H: 5%
> CCCC(=O)N1CCN(c2nc3ccc(Cl)cc3s2)CC1
  A: -4%	B: 0.3	C: 1%	D: -1%	E: 1%	F: 8	G: 0.8	H: 9%
> COc1ccc(-c2cc(-c3ccc(OC)cc3)c(C#N)c(SC)n2)cc1
  A: -15%	B: -2.5	C: 14%	D: -3%	E: -2%	F: 2	G: 0.0	H: 4%
> O=C(CN1CCCSc2ccccc21)N1CCN(S(=O)(=O)c2cccc(F)c2)CC1
  A: -7%	B: 2.2	C: 3%	D: -8%	E: 17%	F: 11	G: -1.9	H: 20%
> CC(=O)Nc1nonc1-c1nc2ccccc2n1Cc1ccccn1
  A: -5%	B: 0.5	C: 11%	D: -6%	E: 6%	F: 2	G: 0.2	H: -4%
> CCc1nnc(NC(=O)CSc2nnc(C)n2CC2CCCO2)s1 (stereo not drawn)
  A: 2%	B: -0.9	C: 5%	D: -1%	E: 0%	F: -1	G: -1.9	H: -6%
> Cc1cc(NC(=O)C2CCCCC2)n(-c2nc3ccccc3[nH]2)n1
  A: -6%	B: -0.1	C: -17%	D: -12%	E: 5%	F: 25	G: -2.6	H: -2%
> CCc1ccc(S(=O)(=O)N/N=C\c2ccc3c(c2)OCO3)cc1
  A: -11%	B: -1.7	C: -22%	D: 6%	E: 20%	F: -1	G: -2.0	H: 2%
> CN(C)S(=O)(=O)c1ccc(C(=O)NCc2nnc(SCC(=O)N3CCCCCC3)o2)cc1
  A: -5%	B: -0.1	C: -3%	D: -3%	E: -2%	F: 0	G: 1.0	H: 7%
> O=C(C[C@H]1C/C=C\C[C@H](NC(=O)OCC2c3ccccc3-c3ccccc32)C(=O)OC[C@H](Cc2ccccc2)NC1=O)N[C@H](CO)Cc1ccccc1
  A: -2%	B: 0.3	C: -11%	D: -2%	E: 1%	F: -28	G: -0.8	H: -11%
> Cc1cccc(/C(N)=N/OC(=O)c2ccc(Br)o2)c1
  A: -1%	B: 2.2	C: -10%	D: 3%	E: 9%	F: 6	G: -2.0	H: 5%
> CCOc1ccc(NC(=O)c2cccc3c2C(=O)N(CC2CCCO2)C3)cc1 (stereo not drawn)
  A: -10%	B: -1.1	C: -4%	D: -8%	E: -2%	F: -11	G: -1.6	H: -2%
> COc1ccc(S(=O)(=O)N(CC(=O)NCc2ccncc2)Cc2ccccc2)cc1
  A: -8%	B: -0.3	C: -7%	D: 7%	E: 8%	F: -6	G: -0.6	H: 6%
> O=C(CN1CCN(c2ccc(Cl)cc2)CC1)Nc1ccc(F)cc1
  A: -2%	B: -2.9	C: -6%	D: -12%	E: 8%	F: .	G: 1.1	H: 9%
> Cc1ccc(-n2cccn2)cc1
  A: -10%	B: 1.7	C: 3%	D: -3%	E: -10%	F: 0	G: 0.2	H: -2%
> CCc1cc(=O)oc2cc(C)cc(OC(C)C(=O)NCc3ccccn3)c12 (stereo not drawn)
  A: -9%	B: -1.6	C: 3%	D: -1%	E: 0%	F: 0	G: -1.9	H: -1%
> Cc1c(NC(=O)/C=C/C(=O)O)cccc1[N+](=O)[O-]
  A: -7%	B: -3.2	C: 6%	D: 2%	E: 7%	F: .	G: 0.4	H: 5%
> O=C(Nc1ccncc1)C1CCN(S(=O)(=O)c2cccc(C(F)(F)F)c2)CC1
  A: 4%	B: 0.3	C: -1%	D: -3%	E: 0%	F: 9	G: -1.5	H: 4%
> O=C(/C=C/c1cccs1)NCc1cccs1
  A: -7%	B: 0.1	C: -5%	D: -3%	E: 16%	F: -3	G: -3.5	H: 3%
> O=C(NCCNS(=O)(=O)c1ccccc1)c1cc(OCC(F)(F)F)ccc1OCC(F)(F)F
  A: -7%	B: -1.7	C: 3%	D: -4%	E: 4%	F: .	G: -3.4	H: -2%
> COC(C(=O)Nc1ccc(NC(=O)C(OC)c2ccccc2)cc1)c1ccccc1 (stereo not drawn)
  A: 5%	B: -1.2	C: 11%	D: -6%	E: -1%	F: 5	G: -0.3	H: -10%
> CCN1C(=O)/C(=C\c2nc3ccccc3c(=O)n2CC)c2ccccc21
  A: -17%	B: -3.2	C: ?	D: -30%[57.1 µM]	E: 16%	F: 2	G: -1.4	H: 5%
> CC1Sc2ccc(S(=O)(=O)N3CCC(C(=O)NCc4ccc(Cl)cc4)CC3)cc2NC1=O (stereo not drawn)
  A: -5%	B: -4.7	C: ?	D: -2%	E: -7%	F: 4	G: -7.2	H: 8%
> Cc1cc(C)c2c(-n3cccc3)c(NC(=O)OC(C)C)sc2n1
  A: -7%	B: -2.0	C: -13%	D: -8%	E: 8%	F: 9	G: -1.7	H: 17%
> Cc1nc2ccc(NC(=O)c3ccco3)cc2nc1C
  A: -11%	B: 0.5	C: -11%	D: 5%	E: 5%	F: -4	G: -3.4	H: -7%
> CC(C)(C#N)C(C)(C)c1nn[nH]n1
  A: -1%	B: 2.7	C: 10%	D: 3%	E: 6%	F: .	G: -0.1	H: -3%
